Assay outcomes from PubChem BioAssay.
NPY Y2 blocker: antagonists of human neuropeptide Y receptor Y2; NPY-Y2 expressing cells, antagonist mode; AID 793; actives 0.99% (n = 140,000); inhibition, % at 2.7 µM; P49146; in the data active means inhibition above about 17%;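 further: 0% = vehicle with agonist challenge and 100% = reference antagonist with challenge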
Target sequence (P49146 whole entry, looked up): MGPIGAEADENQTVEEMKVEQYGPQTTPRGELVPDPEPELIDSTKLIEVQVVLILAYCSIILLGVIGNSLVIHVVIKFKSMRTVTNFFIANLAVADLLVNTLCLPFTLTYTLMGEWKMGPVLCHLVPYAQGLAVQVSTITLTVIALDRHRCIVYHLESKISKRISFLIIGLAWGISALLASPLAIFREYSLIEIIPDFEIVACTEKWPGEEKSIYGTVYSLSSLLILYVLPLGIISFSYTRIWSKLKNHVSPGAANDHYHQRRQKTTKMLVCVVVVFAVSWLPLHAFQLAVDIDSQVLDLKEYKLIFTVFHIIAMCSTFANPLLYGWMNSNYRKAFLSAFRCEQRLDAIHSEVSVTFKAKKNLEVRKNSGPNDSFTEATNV
MRP1 act: MRP-1 activation; viability increase, % at 10 µM; actives 0.61% (n = 140,000); AID 799; H69AR cells + doxorubicin, viability rescue, CellTiter-Glo;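 active means viability gain under doxorubicin at or above a set limit, the compound median plus 3 SD, cut at about 4.7% in these data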;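 further: MRP-1 overexpressing cells given doxorubicin 25 µM after compound pretreatment; 18-22 h compound pretreatment then 72 h with doxorubicin before readout; 0% = doxorubicin-only wells and 100% = vehicle-treated cells without doxorubicin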
Phagocytosis inh: inhibitors of macrophage phagocytosis; J774A.1 macrophage IgG-bead phagocytosis, imaging; inhibition, % at 5 µM; actives 0.07% (n = 110,000);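 active means inhibition above the mean of the plate negative controls plus 5 SD, cut at about 13% in these data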;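 further: phagocytic index as fraction of beads internalized from green versus red external bead signal; plate controls were DMSO negative control for no effect and cytochalasin-D positive control for full effect; some results beyond the cut were filed as inactive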
E-sel TNF inh: TNF alpha driven E-selectin expression inhibition | HUVEC TNFa-induced E-selectin immunofluorescence, high content | actives 0.71% (n = 120,000) | AID 1246 | inhibition, % at 2 µM;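 active means inhibition above the batch mean plus 3 SD, and confirmed as a hit on visual image review, cut at about 43% in these data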;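 further: 0% = TNF-stimulated DMSO wells and 100% = unstimulated control wells; not every result past the cut was called active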
Yeast life ext: yeast lifespan extension; S. cerevisiae growth with nicotinamide, OD615; deaD strain in restrictive glucose medium; inhibition of the nicotinamide effect, % at 10 µM; actives 0.68% (n = 130,000);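 active means inhibition above a set limit, placed 3 SD over the median of all compounds, cut at about 26% in these data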;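 further: 0% = nicotinamide-treated wells and 100% = cells grown without nicotinamide; some compounds called inactive have numbers as strong as hits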
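Test system – modified budding yeast, DeaD strain · Compound – single dose 10 µM compound, 0.25% DMSO · Times – culture preincubation 4 h, compound exposure 48 h, both 30 °C · Detection – optical density (absorbance) at 615 nm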
HCT116 bCat-KO: beta-catenin-lacking colon tumor cell growth suppression; viability, % at 10 µM; HCT116 beta-catenin knockout viability, CellTiter-Glo, 60 h; hits give low values; actives 1.5% (n = 140,000);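 active means viability at or under a set limit, the compound median less 4 SD, cut at about 6% in these data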;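 further: 0% = Hyamine 1622 control at 20 µM and 100% = untreated cell control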
GALR2 antag: antagonists of human galanin receptor 2 (GALR2); O43603; GALR2-expressing cells, antagonist mode; inhibition, % at 4 µM; actives 0.39% (n = 140,000); AID 828; in the data active means inhibition above about 27%;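 further: cells stimulated with galanin 1-16 at roughly its EC80; 0% = agonist challenge control and 100% = basal control without agonist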
Target sequence (O43603 whole entry, looked up): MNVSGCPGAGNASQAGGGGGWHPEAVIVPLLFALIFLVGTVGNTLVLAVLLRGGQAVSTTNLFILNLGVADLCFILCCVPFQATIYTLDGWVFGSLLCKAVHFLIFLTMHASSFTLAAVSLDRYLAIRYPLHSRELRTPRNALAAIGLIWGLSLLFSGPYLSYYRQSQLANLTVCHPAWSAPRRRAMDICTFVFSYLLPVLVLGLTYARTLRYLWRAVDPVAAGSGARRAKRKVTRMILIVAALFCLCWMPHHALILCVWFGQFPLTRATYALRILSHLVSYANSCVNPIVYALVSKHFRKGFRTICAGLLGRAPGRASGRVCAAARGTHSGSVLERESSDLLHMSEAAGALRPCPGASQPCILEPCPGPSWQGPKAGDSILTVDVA
Yeast growth inh: chemicals that inhibit yeast BB579 growth in restrictive medium (lifespan-shortening candidates); S. cerevisiae BB579 growth, OD615, 48 h; inhibition, % at 10 µM; actives 0.51% (n = 140,000); AID 804;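 active means inhibition above a set limit, 3 SD over the mean compound inhibition, cut at about 44% in these data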; further: inactives centre near -24
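controls = amphotericin B 10 µg/mL, positive | assay system = DeaD yeast strain BB579 | schedule = 48 h compound exposure at 30 °C after 4 h preincubation | detection = OD615 turbidity measurement | medium = restrictive CSMM-D medium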
Measles CPE: protection of cells from measles virus; protection (pct of control), % at 4 µM; actives 1.5% (n = 140,000); AID 841; Measles virus-infected cells, CPE protection, absorbance; in the data active means protection mostly above about 24%, no sharp cut-off; inactive means mostly below about 26%; further: some compounds called inactive have numbers as strong as hits
HCT116 PTEN-null: growth suppressors of cells with PTEN tumor suppressor deletion; AID 827; actives 1.2% (n = 140,000); viability, % at 10 µM; HCT116 PTEN-null viability, CellTiter-Glo, 60 h; hits give low values;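 active means viability at or below a set limit, 4 SD under the median of all tested compounds, cut at about 3.7% in these data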;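 further: PTEN knockout HCT116 line with beta catenin targeted HCT116 as companion control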
Numbers without * were called inactive; nt = no result given; & = joins results of further samples.

item	molecule	NPY Y2 blocker	MRP1 act	Phagocytosis inh	E-sel TNF inh	Yeast life ext
1	CCOc1ccc(C(=O)Nc2cccc(-c3cc4ccccc4oc3=O)c2)cc1[N+](=O)[O-]	10	-3.5	nt	19	-10
2	Cc1ccc(NC(=O)CC2S/C(=N/N=C/c3c[nH]c4ccccc34)NC2=O)cc1 (stereo unspecified)	-7	-2.0	-3	nt	-4
3	COc1cc(SC#N)ccc1N=Cc1c(C)[nH]n(-c2cccc3ccccc23)c1=O	-2	-5.5	2	-4	-11
4	COc1ccc(N(C(C)=O)S(=O)(=O)c2cccs2)cc1	0	-2.6	nt	-5	nt
5	Fc1ccc(N2N=C(c3cccs3)CC2c2ccco2)c(F)c1 (stereo unspecified)	1	-3.2	-2	15	-27
6	CCC1S/C(=C(\C#N)C(N)=O)N(c2ccc(F)cc2)C1=O (stereo unspecified)	1	1.6	0	5	0
7	CCOc1ccc(NC(=O)CCN2CCN(S(=O)(=O)c3ccc(OC)cc3)CC2)cc1	0	-1.8	-1	17	-8
8	O=C1CN=C(Nc2ccccc2Cl)N1c1ccccc1	-1	-1.4	nt	-1	-11
9	CC(C)(C)CC(C)(C)NCC(O)COCCOc1ccc(Br)cc1 (stereo unspecified)	12	-4.7	7	nt	-1
10	CCC(=O)N(Cc1ccc(C)cc1)Cc1cc2cc3c(cc2[nH]c1=O)OCO3	4	-1.7	0	3	-1

item	HCT116 bCat-KO	GALR2 antag	Yeast growth inh	Measles CPE	HCT116 PTEN-null
1	74	5	-44	38	76
2	89	0	-13	13	104
3	14	0	2	5	46
4	86	1	-30	10	88
5	83	-13	-36	3	79
6	93	6	-53	13	106
7	83	-2	-8	39	88
8	98	1	-17	16	85
9	1.6*	-6	-17	18	1.7*
10	79	-11	-98	15	84

(cont.)
item	molecule	NPY Y2 blocker	MRP1 act	Phagocytosis inh	E-sel TNF inh	Yeast life ext
11	COc1ccc(CCNC(=O)Cn2c(=O)n(Cc3ccco3)c(=O)c3ccc(Cl)cc32)cc1OC	8	-3.7	-2	-29	-5
12	O=C(NCCc1ccccc1)C1CCN(S(=O)(=O)c2cccs2)CC1	2	-1.1	0	nt	-8
13	CC(=C1C(=O)c2ccccc2C1=O)N1CCN(C/C=C/c2ccccc2)CC1	6	-2.0	-1	-13	57*
14	O=S(=O)(NC1CCCCCC1)c1ccc(Br)s1	4	-3.8	nt	-10	nt
15	COc1ccc(NC(=O)N(CCCN(C)C)Cc2cc3cc(OC)ccc3[nH]c2=O)cc1	1	-1.9	-1	6	8
16	COC(=O)Cc1ccc2c3ccccc3n(C)c2c1	4	1.5	-2	7	-9
17	COc1cc(NC(=O)Cc2nn(C)c(=O)c3ccccc23)cc(OC)c1OC	3	-0.2	nt	50*	nt
18	O=C(CSc1ccc(Cl)cc1)Nc1ccc(N2CCN(C(=O)c3ccc(Cl)cc3)CC2)cc1	-1	-2.3	-3	11	-3
19	COc1ccc(S(=O)(=O)Nc2c(C(=O)O)[nH]c3ccccc23)cc1OC	-1	-3.8	1	-7	-3
20	S=c1[nH]nc(COc2ccccc2)n1C1CCCCC1	0	-1.8	0	-13	-13

item	HCT116 bCat-KO	GALR2 antag	Yeast growth inh	Measles CPE	HCT116 PTEN-null
11	80	17	-33	9	71
12	74	-5	-14	6	86
13	94	-5	-2	3	98
14	96	6	-1	8	88
15	83	1	-3	17	81
16	95	-10	-9	24	100
17	82	4	-24	8	79
18	55	-7	-42	4	61
19	92	13	-49	15	92
20	91	-2	10	1	91

Additional structures.
item	molecule	NPY Y2 blocker	MRP1 act	Phagocytosis inh	E-sel TNF inh	Yeast life ext
21	O=C(NNC(=S)NC(=O)c1cccs1)c1ccc(NC(=O)c2ccccc2)cc1	0	-1.0	-3	nt	1
22	CCOC(=O)c1ccc(N2Cc3ccccc3C2=N)cc1	7	-0.8	1	3	-8
23	Cc1ccc(-c2nnc(SCC(=O)Nc3ccc(N4CCOCC4)cc3)o2)cc1	3	-0.3	nt	nt	-12
24	O=C(NCCc1ccccc1)c1c(O)c2cccc3c2n(c1=O)CC3	0	-1.3	-2	-28	3
25	CCCCN1CCCCC1C(=O)Nc1c(C)cc(C)cc1C (stereo unspecified)	8	-0.4	1	nt	7
26	CC(C)OC(=O)c1nnc(Cc2ccc(Cl)cc2)o1	2	-0.3	nt	13	-5
27	COc1ccccc1NS(=O)(=O)c1ccc(NN=C2CCCC2)c([N+](=O)[O-])c1	-2	-3.2	-10	-10	8
28	Cc1oc(-c2ccc(Cl)cc2)nc1CN1CCCC(C(=O)NCc2ccco2)C1 (stereo unspecified)	3	0.1	0	-49	2
29	CCc1cccc(CC)c1NC(=O)CN1CC(C)SC1=NC1CCCCC1 (stereo unspecified)	13	-2.5	nt	0	-5
30	Brc1ccc(-c2cnc3n2CCCC3)cc1	5	0.5	0	-10	-13

item	HCT116 bCat-KO	GALR2 antag	Yeast growth inh	Measles CPE	HCT116 PTEN-null
21	27	-4	-26	5	23
22	93	6	11	9	98
23	111	3	-83	3	104
24	88	0	-62	2	94
25	68	4	-28	2	72
26	97	7	-10	4	94
27	38	2	-39	22	42
28	42	6	-16	5	68
29	37	-2	-28	7	45
30	85	-10	-36	4	76

Copied from the list:
Reading of CCOC(=O)c1ccc(N2Cc3ccccc3C2=N)cc1 in GALR2 antag: 6
Reading of CCc1cccc(CC)c1NC(=O)CN1CC(C)SC1=NC1CCCCC1 (stereo unspecified) in Yeast life ext: -5
Reading of CC(C)OC(=O)c1nnc(Cc2ccc(Cl)cc2)o1 in E-sel TNF inh: 13

Profiles, looked up by structure. Screens in order: NPY Y2 blocker | MRP1 act | Phagocytosis inh | E-sel TNF inh | Yeast life ext | HCT116 bCat-KO | GALR2 antag | Yeast growth inh | Measles CPE | HCT116 PTEN-null
Profile of CC(C)OC(=O)c1nnc(Cc2ccc(Cl)cc2)o1 = 2 | -0.3 | nt | 13 | -5 | 97 | 7 | -10 | 4 | 94
Profile of Brc1ccc(-c2cnc3n2CCCC3)cc1 = 5 | 0.5 | 0 | -10 | -13 | 85 | -10 | -36 | 4 | 76

Continued:
item	molecule	NPY Y2 blocker	MRP1 act	Phagocytosis inh	E-sel TNF inh	Yeast life ext
31	COc1ccc(/C=N/NC(=O)c2nc(-c3ccccc3)n(-c3ccccc3)n2)c(O)c1	2	-0.6	-2	nt	3
32	COc1cc(CNCCN2CCOCC2)ccc1OCc1cccc(Cl)c1	3	-0.7	-1	nt	-15
33	CCC(=O)N1CCc2cc(S(=O)(=O)N3CCN(c4ccccn4)CC3)ccc21	0	0.0	nt	-37	-5
34	COCCCNC(=O)Cn1cc2c(n1)CCCCC2	1	-1.5	-1	16	3
35	O=C(OC1CCOC1=O)c1ccc(-c2nc3ccccc3s2)s1 (stereo unspecified)	2	-0.5	1	nt	-20
36	COC(=O)c1ccc(Sc2nnnn2-c2ccccc2)c([N+](=O)[O-])c1	-1	-5.6	-1	3	-6
37	CCC(C)NC(=O)C1c2ccccc2C(=O)N1Cc1ccc(OC)cc1OC (stereo unspecified)	0	-0.2	nt	14	-6
38	COc1nc(Nc2ccc(C(C)=O)cc2)nc(OC)n1	3	-2.1	6	nt	-12
39	COc1cc2c(c(O)c1OC)C(=O)C(OC)CCC2 (stereo unspecified)	1	-3.4	-1	nt	-30
40	Cc1cccc2cc(CN(CC3CCCO3)C(=O)c3ccncc3)c(=O)[nH]c12 (stereo unspecified)	2	-0.9	-3	-22	-2

item	HCT116 bCat-KO	GALR2 antag	Yeast growth inh	Measles CPE	HCT116 PTEN-null
31	9	12	-33	18	8
32	78	-12	53*	6	94&91
33	83	14	-15	7	85
34	98	8	5	29	102
35	89	-1	-12	14	87
36	6.0*	3	-27	9	6
37	99	-7	-12	27	101
38	96	9	-2	13	90
39	87	-5	-36	5	88
40	92	14	-31	5	109

Next section:
item	molecule	NPY Y2 blocker	MRP1 act	Phagocytosis inh	E-sel TNF inh	Yeast life ext
41	Cc1c(C(=O)NCC2CCCO2)sc2nc(-c3ccccc3)cn12 (stereo unspecified)	3	-0.9	0	51	-9
42	CCCCc1c(O)nc2n(c1=O)CCS2	4	-1.0	0	0	-11
43	COCCCNC(=O)c1cc2c(=O)n3cccc(C)c3nc2n(C(C)C)c1=N	3	-2.8	-3	1	-11
44	CCOC(=O)C1CCCN(c2c(NCCN(C)Cc3ccccc3)c(=O)c2=O)C1 (stereo unspecified)	1	-1.7	nt	33	-10
45	CCOC(=O)C1CCCN(S(=O)(=O)c2cc(Br)cc3c2N(C(=O)C2CC2)CC3)C1 (stereo unspecified)	7	0.5	1	-12	-4
46	COc1ccc(N2CCN(C(=O)CCN3C(=O)c4ccccc4S3(=O)=O)CC2)cc1	2	-3.5	-1	1	0
47	O=C1/C(=C\Nc2ccc(OC(F)(F)F)cc2)CCN1c1ncccn1	1	0.7	0	nt	-11
48	O=C(/C=C/c1ccc(O)cc1)c1ccc(O)cc1O	0	-4.1	nt	nt	-3
49	CCSc1nnc2n(-c3ccc(OC)cc3)c(=O)c3c4c(sc3n12)CCCC4	0	-2.1	0	1	-10
50	CCOC(=O)C1=NN(C(=O)Nc2cccc(C(F)(F)F)c2)C2C(=O)N(c3cccc(C(F)(F)F)c3)C(=O)C12 (stereo unspecified)	5	-3.3	0	15	-17

item	HCT116 bCat-KO	GALR2 antag	Yeast growth inh	Measles CPE	HCT116 PTEN-null
41	103	2	-10	15	102
42	89	-20	-34	26	97
43	86	-6	-8	11	94
44	95	1	-9	3	101
45	101	-1	3	16	101
46	88	-7	-6	8	88
47	95	3	-86	8	91
48	19	26	-40	4	19
49	49	1	-3	7	53
50	103	9	-17	8	102

Continuation.
item	molecule	NPY Y2 blocker	MRP1 act	Phagocytosis inh	E-sel TNF inh	Yeast life ext
51	O=C(O)c1cccc(CN2C(=O)CSC2=O)c1	1	-0.5	-4	nt	-26
52	COc1ccc(-c2cn(-c3ccc(C)cc3)c(=O)n2CC(=O)Nc2ccc(OC)c(OC)c2)cc1	0	-2.3	0	-6	-7
53	CC(C)CN(C(=O)c1ccc(=O)n(C)n1)c1nc2ccccc2s1	2	-4.1	-1	10	-17
54	CCOC(=O)N1CCc2c(sc3c2C(=O)NC(c2ccccc2)N3)C1 (stereo unspecified)	4	-3.3	2	nt	-6
55	CCCCCOC(=O)C1[C@H]2C(=O)N(CCCOC)C[C@]23C=C[C@H]1O3 (stereo partly specified)	0	-3.6	0	nt	-4
56	CCOC(=O)c1ccc(NC(=O)CSc2nc3cccnc3n2C)cc1	10	-1.7	nt	6	nt
57	N#C/C(=C\c1ccc(Cl)cc1)c1n[nH]c(Cn2cncn2)n1	3	0.5	-1	8	-8

item	HCT116 bCat-KO	GALR2 antag	Yeast growth inh	Measles CPE	HCT116 PTEN-null
51	86	3	-37	5	87
52	91	-19	-47	5	78
53	72	-6	-18	3	75
54	84	0	-57	1	66
55	94	-29	-15	6	96
56	70	5	-48	16	69
57	86	9	-22	11	106
